Screening data as filed in PubChem.
D3 antag – antagonists of human D3 dopamine receptor | max response, negative = inhibition, % | D3R cells, DiscoveRx beta-arrestin luminescence, antagonist mode; active compounds read low | 360,000 tested, 2.5% active | P35462 | AID 652054; in the data active = max response below about -50%; inconclusive = no clear call, values can overlap the other calls; note: % is set by controls: 0 for no effect and ±100 for the full control effect; mostly tested at two doses, the higher about 12 µM
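Cells plated overnight at 1500 cells/well, then exposed to library compounds with dopamine controls for 90 minutes at 37 degrees C. DiscoveRx reagent added for 30–60 minutes at room temperature; luminescence read, quantitative HTS format.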
FUS yeast rescue – rescues growth of FUS-expressing yeast. S. cerevisiae FUS-expressing, growth rescue, OD600, 24 h. Potency, µM (top dose mostly 76.6 µM), for the others: at the top dose growth rescue (activation), actives largely listed as activators. 390,000 tested, 0.24% active;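 note: potency is the fitted concentration of half-maximal effect; plate controls were DMSO vehicle for no effect and reference control for full effect; nearly all actives have a fitted effect of over 55% in size; some results filed as inactive show a strong effect at the top dose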
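Yeast expressing FUS under galactose induction, OD 0.005 in 2% galactose medium; compounds in a dilution series, 24 h at 30C. Growth rescue by absorbance at 600 nm; CP55940 positive control, DMSO negative.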
aSyn rescue – inhibitors of alpha-synuclein toxicity in yeast | Yeast expressing alpha-synuclein, growth rescue, BacTiter-Glo, 24 h | AID 652106 | 370,000 tested, 0.14% active | Potency, µM (series often up to 46.1 µM), for inactives: at the top dose growth rescue (activation), most hits filed as activators; note: potency is the fitted concentration of half-maximal effect; % of control where 0% means no effect; nearly all actives have a fitted effect of over 65% in size
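Screening used galactose-induced yeast with toxic alpha-synuclein levels, exposed to compound for 24 hr at 30 deg C. Cell growth, read with BacTiter-Glo luminescence, gave the measured signal.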
PTHR1 ag – PTHR1 (human) receptor agonism | Q03431 | HEK293 GP2 PTHR1 cells, GloSensor cAMP luminescence, 1 h | Potency, µM (titrated, usually from 115 µM), for inactives: at the highest dose activation, actives largely listed as activators | 410,000 tested, 0.075% active | AID 743266; note: potency is the fitted concentration of half-maximal effect; nearly all actives have a fitted effect of over 55% in size; some results filed as inactive show a strong effect at the top dose; inactives centre near -15; many of its hits are not listed in these tables
Target sequence (Q03431 whole entry, looked up): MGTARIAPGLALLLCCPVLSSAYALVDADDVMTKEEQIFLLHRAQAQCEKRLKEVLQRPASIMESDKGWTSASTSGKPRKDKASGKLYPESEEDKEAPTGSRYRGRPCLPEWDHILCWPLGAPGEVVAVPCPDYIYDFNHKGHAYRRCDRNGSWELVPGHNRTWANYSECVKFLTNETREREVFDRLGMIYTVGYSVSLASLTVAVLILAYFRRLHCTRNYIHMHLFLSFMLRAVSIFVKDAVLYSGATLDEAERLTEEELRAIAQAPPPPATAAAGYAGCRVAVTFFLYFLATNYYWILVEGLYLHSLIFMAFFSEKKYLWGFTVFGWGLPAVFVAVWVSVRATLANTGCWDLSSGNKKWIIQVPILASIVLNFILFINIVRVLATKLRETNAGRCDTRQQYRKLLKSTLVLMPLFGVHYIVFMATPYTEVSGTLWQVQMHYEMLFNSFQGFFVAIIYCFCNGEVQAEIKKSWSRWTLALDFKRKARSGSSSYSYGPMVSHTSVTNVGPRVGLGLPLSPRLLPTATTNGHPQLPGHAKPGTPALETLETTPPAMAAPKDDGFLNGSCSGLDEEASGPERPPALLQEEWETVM
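HEK-293-derived GP2 cells expressing PTHR1 and a GloSensor cAMP reporter, 3,000/well, plated overnight, given luciferin plus IBMX (each 0.5 mM as added) for 1 h at 37 °C, then compound for 1 h at 37 °C. Luminescence was read after 15 min at room temperature.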
GLP-1R inv ag – acts as inverse agonist at human GLP-1 receptor; HEK293 GLP-1R CRE-luciferase, luminescence, 24 h; GLP-1R form is constitutively active; AID 624417; 410,000 tested, 1.6% active; Potency, µM (series often up to 38.3 µM), for inactives: top-dose activity change, negative = inhibition, hits mostly inhibitors; P43220; note: potency is the fitted concentration of half-maximal effect; % is set by controls: 0 for no effect and ±100 for the full control effect; nearly all actives have a fitted effect of over 55% in size
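Readout was luciferase luminescence, measured 12 min after detection reagent at room temperature. Beforehand, GLP-1R reporter HEK293 cells had sat 12 h, then received compounds for 24 hr at 37 deg C.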
GLP-1R agonist – agonists of human GLP-1 receptor; P43220; HEK293 GLP-1R CRE-luciferase, luminescence, 4-6 h; cells express a hypersensitive GLP-1R form; Potency, µM (highest dose often 45.6 µM), without a hit: at the top dose activation, most hits filed as activators; 380,000 tested, 0.007% active; AID 624172; note: potency is the fitted concentration of half-maximal effect; % of control where 0% means no effect
Abeta yeast res – A-beta toxicity reversal in yeast; yeast expressing A-beta42, growth rescue, OD600, 48 h; response scale: 0% DMSO, 100% iron-clioquinol control; Potency, µM (doses to about 46.1 µM), for the others: at the highest dose growth rescue, hits mostly activators; 410,000 tested, 0.063% active; note: potency is the fitted concentration of half-maximal effect; nearly all actives have a fitted effect of over 55% in size
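Yeast A-beta toxicity model in growth medium with pinned compounds, 48 h at 30 C; growth read as absorbance at 600 nm. Normalized to FeCl3/clioquinol equimolar mix (positive) and DMSO (negative).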
Akt phos inh – inhibitors of Akt phosphorylation; Neuro2A IGF-stimulated pAkt S473 HTRF, 20 min; active compounds read low; activity change, % for hits at 50 µM; 360,000 tested, 0.32% active; AID 651550; in the data active = activity change below about -80%; inconclusive = mostly about -51% to -80%; note: % is set by controls: 0 for no effect and ±100 for the full control effect
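Single-point screen (50 µM final compound) in Neuro2A cells stimulated 20 min with 6 nM IGF at 37 deg C. After lysis, Ser473-phosphorylated Akt read by HTRF (ex 330 nm, em 615/665 nm) as the 665/615 ratio.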
TDP-43 yeast inh – TDP-43 toxicity inhibition in yeast; 410,000 tested, 1.8% active; Potency, µM (doses to about 46.1 µM), for the others: top-dose growth rescue (activation), hits mostly activators; TDP-43 expressing yeast growth rescue, BacTiter-Glo, 24 h; note: potency is the fitted concentration of half-maximal effect; % of control where 0% means no effect; nearly all actives have a fitted effect of over 50% in size
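Yeast cells expressing TDP-43 under galactose induction are exposed to compounds for 24 hr at 30 deg C. BacTiter-Glo luminescence measures growth, so protective compounds score as activators.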
* = called active by the depositor; i = inactive; ? = inconclusive; . = no result given; [ ] = remark or other dose. Unless noted, calls come from the whole dose curve; as a rule, active = well fitted curve in the direction sought with a large enough effect; inconclusive = small, poorly fitted or top-dose-only effect, or another doubt; inactive = no such curve, though single readings can be large; an effect the other way counts as inactive or inconclusive.

SMILES	D3 antag	FUS yeast rescue	aSyn rescue	PTHR1 ag	GLP-1R inv ag	GLP-1R agonist	Abeta yeast res	Akt phos inh	TDP-43 yeast inh
O=C1C2C3c4ccccc4C(c4ccccc43)C2C(=O)N1Cc1ccccn1 (configuration not stated)	-4	-6%	12%	-14%	?	5%	22%	i	?
COc1cc(/C=C2\SC(=O)NC2=O)ccc1OCC(=O)N1CCOCC1	4	-11%	6%	i	-5%	-10%	7%	i	-4%
O=C(COC(=O)CCc1ccc(S(=O)(=O)N2CCOCC2)cc1)Nc1ccc(Cl)cn1	8	-10%	2%	i	0%	-2%	-9%	i	19%
O=C(Cn1cc(C(F)(F)F)ccc1=O)N1CCN(S(=O)(=O)c2ccccc2)CC1	12	-1%	-2%	i	-8%	1%	-2%	i	-11%
N#Cc1c(-c2ccccc2)ccnc1N1CCOCC1	4	9%	4%	-8%	2%	15%	-32%	i	13%
O=S1(=O)CC(N2CCCCC2)CN1CCc1ccccc1 (configuration not stated)	11	-7%	0%	-1%	22%	10%	-21%	i	21%
CCCNC(=O)NC(=O)CSc1nc2ccccc2n1CC(C)C	32	35%	18%	-9%[57.5 µM]	?	5%	-22%	.	7%
Cc1ccc(Cl)cc1NC(=O)C1CCCN(S(=O)(=O)c2c(C)noc2/C=C/N(C)C)C1 (configuration not stated)	.	?	.	i	-17%	.	12%	.	0%
COc1ccc(/C=C/C(=O)NC(=S)NNC(=O)c2cccnc2)cc1	-22	.	8%	i	13%	-1%	5%	i	0%
COc1ccc(C(CNC(=O)c2cccc(NS(=O)(=O)c3ccc(Br)cc3)c2)N(C)C)cc1 (configuration not stated)	-78*	1%	0%	-49%[inhibitor]	?	17%	-8%	i	-7%
Brc1c(CSc2nncn2-c2ccccc2)nc2ncccn12	-18	22%	-4%	-20%	11%	-1%	-1%	i	3%
Cc1cccn2c(=O)c3cc(C#N)c(=O)n(Cc4cccnc4)c3nc12	31	-6%	-4%	i	0%	0%	-11%	i	?
CC(OC(=O)C1CCCCC1)C(=O)Nc1cccc(Cl)c1 (configuration not stated)	-14	15%	0%	-23%	?	-1%	?	i	?
COc1ccc(CNC(=O)CSc2ncnc3ccccc23)cc1OC	7	-19%	11%	-24%	1%	-5%	27%	i	22%
COc1ccc(C(=O)NC(=S)Nc2cccc(Cl)c2N2CCOCC2)cc1[N+](=O)[O-]	-24	13%	5%	i	0%	-6%	1%	i	-7%
Cc1cc(C)cc(NC(=O)N2CCN(C(=O)c3nsc4ccccc34)CC2)c1	.	19%	.	i	0%	.	0%	.	0%
COc1ccc(C)cc1NC(=O)c1noc2c1CSc1ccccc1-2	.	-7%	.	6%	-15%	.	1%	.	20%
O=C(c1cc(COc2ccc(F)cc2Cl)on1)N1CC[C@@H]2CCCC[C@H]2C1	-15	.	0%	-52%[inhibitor]	?	2%	-4%	i	-3%
COc1ccc(C(=O)N2CCOC2CNC(=O)C(=O)NCCc2ccccc2OC)cc1 (configuration not stated)	9	-1%	6%	i	?	-5%	-8%	i	13%
O=C(CCc1ccccc1)N1CCN(C(=O)CCc2ccccc2)CC1	3	1%	2%	i	2%	5%	-2%	i	-10%

The last 2 records of the part above open the next one.
SMILES	D3 antag	FUS yeast rescue	aSyn rescue	PTHR1 ag	GLP-1R inv ag	GLP-1R agonist	Abeta yeast res	Akt phos inh	TDP-43 yeast inh
COc1ccc(C(=O)N2CCOC2CNC(=O)C(=O)NCCc2ccccc2OC)cc1 (configuration not stated)	9	-1%	6%	i	?	-5%	-8%	i	13%
O=C(CCc1ccccc1)N1CCN(C(=O)CCc2ccccc2)CC1	3	1%	2%	i	2%	5%	-2%	i	-10%
O=C(ONc1ccc(N=NC(=O)c2ccccc2O)cc1)c1ccccc1	8	16%	0%	-92%[inhibitor]	?	8%	-7%	i	21%
O=C(COC(=O)C1CC(=O)N(Cc2ccco2)C1)Nc1ccc(F)cc1F (configuration not stated)	15	-16%	4%	i	13%	-4%	-2%	i	21%
COc1ccc(C(=O)NN)cc1	4	-11%	-4%	i	15%	10%	-18%	i	2%
CC(=O)C(C)Oc1ccc(Cc2ncc(C(F)(F)F)cc2Cl)cc1 (configuration not stated)	-2	4%	1%	-14%	?	10%	6%	i	5%
O=C(COc1ccc2ccccc2c1)NNC(=O)Nc1ccc(F)cc1F	-3	.	0%	-18%	12%	-17%	3%	i	20%
COc1cccc(C(=O)Oc2ccc3c(C)cc(=O)oc3c2C(C)=O)c1	-11	8%	10%	-2%	28%	0%	?	i	6%
CCOC(=O)[C@]12CCCC=C1N(Cc1ccc(Cl)cc1Cl)C(=O)[C@H](CC(=O)NCC1CCCCC1)C2	6	?	-1%	-10%	?	-4%	9%	i	13%
CCc1ccc(C2CC(c3ccccc3)Nc3nc(N)nn32)cc1 (configuration not stated)	6	-24%	-2%	-1%	8%	3%	13%	i	15%
Cc1ccc(S(=O)(=O)CCC(=O)OCc2ccc(S(=O)(=O)C(C)C)cc2)cc1	15	20%	6%	-21%	0%	-7%	15%	i	-5%
COc1ccc(-n2cc(-c3ccccc3)c3c(N4CCCC(C)C4)ncnc32)cc1 (configuration not stated)	.	-6%	.	-9%	-19%	.	-5%	.	?
Nc1nc2ccccc2n1CCOc1ccc(Cl)cc1	-12	14%	-1%	-21%	?	1%	-11%	i	5%
CCC(C)NC(=O)CC1Oc2ccc(Cl)cc2NC1=O (configuration not stated)	-24	6%	3%	22%	6%	-1%	-8%	i	-18%
COc1ccc(C(=O)Nc2ncc3c(n2)CC(C)CC3=O)cc1 (configuration not stated)	14	-1%	2%	i	15%	17%	5%	i	3%[0.397 µM]
CCOCCCN(C(=O)Cn1nnc(-c2ccc(C)o2)n1)C(C(=O)NC1CCCC1)c1ccco1 (configuration not stated)	1	13%	-1%	i	?	12%	14%	i	-7%
O=C(NCc1cccc(Cl)c1)c1ccc(-n2cncn2)c2ccoc12	0	6%	3%	-7%	18%	18%	-20%	i	35µM*
COCCCNC(=O)CN(C1CCCCC1)S(=O)(=O)c1ccc(C)cc1	7	16%	1%	-15%[57.5 µM]	0%	0%	2%	i	-12%
Cc1csc(NC(=O)CSc2ncnc3c2cnn3-c2ccccc2Cl)n1	-16	21%	-9%	-50%[inhibitor][57.5 µM]	?	-16%	-19%	i	?
Cc1ccc(CSc2nnc(-c3ccccn3)n2Cc2cccs2)cc1	11	?	12%	-8%	?	-3%	-11%	i	35µM*
O=C1CCN(S(=O)(=O)c2ccccc2)CCN1CCOCc1cccc(F)c1	32	0%	0%	-22%	15%	21%	8%	i	5%
COc1cc2c(cc1OC)CN(C(=O)/C=C/c1cccs1)CC2	5	-1%	2%	-4%	?	7%	-11%	i	0%
CCOC(=O)Cc1csc(NC(=O)/C=C\c2ccccc2Cl)n1	-6	5%	-16%	-39%[inhibitor]	-10%[7.66 µM]	15%	9%	i	14%[9.22 µM]
N#CC1=C2SCN(C3CCCCC3)CN2C(=O)CC1c1ccc(F)cc1 (configuration not stated)	.	17%	.	i	-1%	.	-5%	.	6%

Entries of single compounds, quoted from the list. Order of values: D3 antag | FUS yeast rescue | aSyn rescue | PTHR1 ag | GLP-1R inv ag | GLP-1R agonist | Abeta yeast res | Akt phos inh | TDP-43 yeast inh
Profile of CCC(C)NC(=O)CC1Oc2ccc(Cl)cc2NC1=O (configuration not stated) = -24 | 6% | 3% | 22% | 6% | -1% | -8% | i | -18%
Profile of O=C(NCc1cccc(Cl)c1)c1ccc(-n2cncn2)c2ccoc12 = 0 | 6% | 3% | -7% | 18% | 18% | -20% | i | 35µM*
Profile of COCCCNC(=O)CN(C1CCCCC1)S(=O)(=O)c1ccc(C)cc1 = 7 | 16% | 1% | -15%[57.5 µM] | 0% | 0% | 2% | i | -12%
Profile of COc1cc2c(cc1OC)CN(C(=O)/C=C/c1cccs1)CC2 = 5 | -1% | 2% | -4% | ? | 7% | -11% | i | 0%

Only part of the results is shown; rates above refer to the full screens.
